Bioassay records from PubChem BioAssay.
PI5P4K alpha inh: blocks human PI5P4K alpha kinase activity; P48426; PI5P4Kalpha enzyme, ADP-Glo luminescence, 60 min; active compounds read low; max response, %; actives 1.2% (n = 330,000); active = max response of -50% or lower; inconclusive = between -30% and -50%; inactive = -30% or higher; note: value at the top dose of about 77 µM; % is set by controls: 0 for no effect and ±100 for the full control effect
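Luminescence from ADP-Glo served as readout of PI5P4Kalpha activity in a qHTS format. Reaction: enzyme, substrate, compound, ATP at 5 microM final, 60 min at RT.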
GLP1R inv ag: GLP-1 receptor (human) inverse agonism; HEK293 GLP-1R CRE-luciferase, luminescence, 24 h; GLP-1R form is constitutively active; Potency, µM (titrated, usually from 38.3 µM), for inactives: at the top dose activity change, negative = inhibition, usual class: inhibitors; actives 1.6% (n = 410,000); AID 624417; note: potency is the fitted concentration of half-maximal effect; % is set by controls: 0 for no effect and ±100 for the full control effect; nearly all actives have a fitted effect of over 55% in size
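HEK293 cells stably co-expressing a cAMP-responsive luciferase reporter and constitutively active GLP-1R were seeded, incubated 12 h, then exposed to compounds for 24 h at 37 C. Luminescence was read 12 min after detection reagent; inverse agonists lower signal.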
PTHR1 agonist: activates the human parathyroid hormone receptor PTHR1 | AID 743266 | Potency, µM (top dose mostly 115 µM), without a hit: at the highest dose activation, most hits filed as activators | Q03431 | actives 0.075% (n = 410,000) | HEK293 GP2 PTHR1 cells, GloSensor cAMP luminescence, 1 h; note: potency is the fitted concentration of half-maximal effect; nearly all actives have a fitted effect of over 55% in size; some results filed as inactive show a strong effect at the top dose; inactives centre near -15; many of its hits are not listed in these tables
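HEK-293-derived GP2 cells expressing PTHR1 and a GloSensor cAMP reporter, 3,000/well, plated overnight, given luciferin plus IBMX (each 0.5 mM as added) for 1 h at 37 °C, then compound for 1 h at 37 °C. Luminescence was read after 15 min at room temperature.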
IL-2 act: activators of IL-2 | IL-2 activation reporter assay, cell-based qHTS; stimulated with anti-CD3/CD4/CD28 beads; in transgenic mouse T cells | activation, % (series mostly up to about 46 µM) | actives 0.065% (n = 360,000) | AID 652025; in the data active = activation above about 50%; inconclusive = mostly about 30% to 49%; note: 0% is about no effect
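Quantitative HTS in unstimulated transgenic mouse T cells, with memory T cells as non-tolerant control and PMA/ionomycin as tolerance-bypass control. Compound pretreatment lasted 60 minutes before 18 h bead stimulation; EGFP/DsRed fluorescence read.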
HEK293 tox: cytotoxicity in counter-screen for GLP-1R inverse agonists. actives 0.13% (n = 410,000). Potency, µM (titrated, usually from 38.3 µM), for inactives: top-dose activity change, negative = inhibition, usual class: inhibitors. AID 624418. HEK293 cAMP-luciferase reporter cells, luminescence, 24 h;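 note: loss of luciferase light is scored as toxicity; potency is the fitted concentration of half-maximal effect; % is set by controls: 0 for no effect and ±100 for the full control effect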
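Here, cytotoxicity is scored as loss of luminescence. The MLSMR collection was tested on cells seeded in medium containing 10% Nu serum, with a 24 hr compound exposure preceded by 12 hours of culture.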
PLK1 PBD inh: blocks phosphopeptide binding to human PLK1 polo-box domain; P53350; Plk1 PBD binding of FITC phosphopeptide, fluorescence polarization; Potency, µM, without a hit: max response, negative = inhibition, actives largely listed as inhibitors; actives 2.8% (n = 360,000); note: potency is the fitted concentration of half-maximal effect; series mostly up to about 57 µM; % is set by controls: 0 for no effect and ±100 for the full control effect; nearly all actives have a fitted effect of over 65% in size
GLP-1R agonist: agonists of human GLP-1 receptor | Potency, µM (doses to about 45.6 µM), inactives show at the highest dose activation, usual class: activators | P43220 | HEK293 GLP-1R CRE-luciferase, luminescence, 4-6 h; cells express a hypersensitive GLP-1R form | AID 624172 | actives 0.007% (n = 380,000); note: potency is the fitted concentration of half-maximal effect; % of control where 0% means no effect
EPAC1 antagonist: antagonists of human EPAC1; O95398; EPAC1 GEF assay, Rap1b-BODIPY-GDP exchange fluorescence; Potency, µM (titrated, usually from 115 µM), inactives show at the top dose activity change, negative = inhibition, actives largely listed as inhibitors; actives 0.14% (n = 360,000); AID 720709;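 note: potency is the fitted concentration of half-maximal effect; plate controls were vehicle for no effect and positive control for full effect; nearly all actives have a fitted effect of over 50% in size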
Target sequence (O95398 whole entry, looked up): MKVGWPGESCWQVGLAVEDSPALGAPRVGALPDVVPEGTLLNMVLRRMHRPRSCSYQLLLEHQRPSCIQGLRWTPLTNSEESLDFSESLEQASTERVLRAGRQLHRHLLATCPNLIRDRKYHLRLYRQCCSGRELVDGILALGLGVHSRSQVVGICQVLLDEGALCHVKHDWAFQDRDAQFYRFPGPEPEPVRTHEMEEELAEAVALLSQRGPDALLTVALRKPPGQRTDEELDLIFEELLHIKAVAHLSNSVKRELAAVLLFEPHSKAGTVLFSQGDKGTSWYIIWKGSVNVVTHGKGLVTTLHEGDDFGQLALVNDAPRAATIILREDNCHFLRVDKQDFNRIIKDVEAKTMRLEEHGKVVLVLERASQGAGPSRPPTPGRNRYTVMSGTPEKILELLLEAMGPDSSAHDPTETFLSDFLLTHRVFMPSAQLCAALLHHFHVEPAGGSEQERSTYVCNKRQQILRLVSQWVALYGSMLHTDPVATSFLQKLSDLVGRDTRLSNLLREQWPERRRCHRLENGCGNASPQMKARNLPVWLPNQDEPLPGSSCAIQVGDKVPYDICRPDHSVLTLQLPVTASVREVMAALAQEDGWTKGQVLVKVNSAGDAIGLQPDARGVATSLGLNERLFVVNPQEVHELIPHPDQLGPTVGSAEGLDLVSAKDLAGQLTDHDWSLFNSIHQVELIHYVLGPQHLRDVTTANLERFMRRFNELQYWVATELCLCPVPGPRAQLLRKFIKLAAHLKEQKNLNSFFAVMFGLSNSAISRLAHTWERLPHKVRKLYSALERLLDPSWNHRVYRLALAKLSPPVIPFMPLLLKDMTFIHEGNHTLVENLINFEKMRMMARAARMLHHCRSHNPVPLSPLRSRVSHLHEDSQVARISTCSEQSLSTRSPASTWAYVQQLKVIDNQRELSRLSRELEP
EPAC1 agonist: agonists of human EPAC1; O95398; EPAC1 agonist qHTS, biochemical assay; response scale: 100% = response to 6.5 mM cAMP; Potency, µM (top dose mostly 154 µM), without a hit: at the top dose activation, usual class: activators; actives 0.073% (n = 360,000); note: potency is the fitted concentration of half-maximal effect; nearly all actives have a fitted effect of over 60% in size
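Normalized to 6.5 mM cAMP, activity reflects EPAC1-catalysed release of BODIPY-GDP from Rap1B, followed kinetically over 30 min at 480 nm excitation, 540 nm emission. Reaction contained 100 nM EPAC1, 250 nM Rap1B-BODIPY-GDP, 50 uM GDP.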
* hit, by the source's call; i = inactive; ? = inconclusive; nt = not tested or not shown; [ ] = dose if it differs, or a comment. Unless noted, calls come from the whole dose curve; as a rule, active = well fitted curve in the direction sought with a large enough effect; inconclusive = small, poorly fitted or top-dose-only effect, or another doubt; inactive = no such curve, though single readings can be large; an effect the other way counts as inactive or inconclusive. An excerpt. The share of hits here may be higher or lower than overall.

SMILES	PI5P4K alpha inh	GLP1R inv ag	PTHR1 agonist	IL-2 act	HEK293 tox	PLK1 PBD inh	GLP-1R agonist	EPAC1 antagonist	EPAC1 agonist
Cc1ccc(C(=O)NCCOC23CC4CC(CC(C4)C2)C3)cc1	nt	?	i	-0.3	-2%	-13%	3%	-7%	21%
N#Cc1c(/N=C/c2ccc(Br)s2)sc2c1CCC2	-25	32%[activator]	-14%	0.3	14%	?	16%	-4%	6%
CN(C)CCCOc1ccc(-c2ccc3nccn3c2)cn1	-2	?	i	0.5	-5%	-1%	8%	-3%	4%
C=CCNC(=S)NNC(=O)COc1ccc2cc(Br)ccc2c1	2	?	-77%[inhibitor]	-5.2	3%	-20%	7%	-38%	16%
Cc1ccsc1C(=O)OCC(=O)NCc1ccc2c(c1)OCO2	0	-1%	-22%[57.5 µM]	0.4	69%	2%	4%	-4%	2%
O=C(CSc1nnnn1-c1ccccc1)Nc1ncc(Cc2cc(Cl)ccc2Cl)s1	-4	-11%	i	1.7	-5%	-4%	-5%	-5%	-2%
CC(=O)/C(=C/c1ccc(N(C)C)cc1)C(=O)c1ccccc1	1	?	-22%	-1.3	?	2%	-3%	-7%	-2%
COc1ccccc1NC(=O)C1=C(C)Nc2nc(-c3cccnc3)nn2C1c1ccccn1 (stereo not given)	0	3%	i	-2.9	-2%	4%	1%	2%	0%
CNC1=C([N+](=O)[O-])CC([N+](=O)[O-])=C(N2CCNCC2)N1C	-15	-3%	i	-3.5	5%	-16%	-6%	-21%	9%
CC(=O)N1CCN(C(=S)NC(=O)c2c(-c3ccccc3Cl)noc2C)CC1	-11	0%	i	1.2	-3%	-13%	-3%	-3%	8%
COc1cc(Cl)ccc1OCc1cc(C(=O)N(C)CCc2cnn(C)c2)no1	-2	27%	-25%	-2.1	-4%	-9%	10%	-17%	1%
CCOCCn1c(CN2CCCCC2C)nc2c1c(=O)n(C)c(=O)n2C (stereo not given)	0	-12%	i	-2.1	1%	-13%	5%	5%	13%
CN(C)c1nc(NCc2ccccc2)nc(SCC(=O)Nc2ccc(Cl)c(Cl)c2)n1	nt	0%	21%[57.5 µM]	-0.4	-15%	-1%	-1%	-7%	9%
CN(c1ccc(S(=O)(=O)N2CCOCC2)cn1)C1CCCCC1	3	-27%	-29%[57.5 µM]	-0.2	0%	-10%	10%	2%	0%
Cc1cc2nc(CO)[nH]c2cc1C	1	-4%	4%	-1.1	-11%	3%	-3%	11%	-11%
Cc1ccccc1C(=O)O/N=C(\N)c1cccc([N+](=O)[O-])c1	nt	0%	i	-0.6	-18%	-7%	4%	-7%	-26%
Cc1noc(C)c1COc1ccc(C(=O)NCc2cccs2)cc1	5	13%	-29%	0.5	1%	2%	-5%	-17%	8%
CCc1nc2ccc(C(=O)NCCN3CCCC3)cn2c1N(C)Cc1ccc(OC)cc1	-4	15%	i	0.0	-1%	-3%	-3%	7%	9%
CCOC(=O)COc1cccc2c(=O)n(CC(N)=O)ccc12	1	-9%	12%	-1.8	-1%	?	1%	-1%	6%
CCOC(=O)c1c(NC(=S)NCCc2ccccc2)sc2c1CC(C(C)C)OC2 (stereo not given)	1	-2%	-10%	0.6	-15%	-10%	-22%	-1%	6%
Cc1ccc(NC(=O)C2(C)CCN2CCc2ccccc2)cc1O (stereo not given)	5	-28%	-6%	2.2	3%	-9%	-2%	11%	-2%
Cc1c(-c2ccccc2)[n+](=O)c2c(n1[O-])CCC2	1	12%	i	3.0	70%	-8%	-3%	-14%	-11%
COc1ccc(Nc2c(-c3cccc(OC)c3)nc3nc(C)cc(C)n23)cc1	11	-10%	-1%	-0.2	-6%	-7%	-2%	12%	-1%
CC(=O)NC(Cc1ccccc1)C(=O)NC1CCN(C(=O)c2ccc([N+](=O)[O-])cc2)CC1 (stereo not given)	-14	13%	-7%	-0.5	11%	3.4µM*	-4%	-5%	3%
COc1cc2c(cc1Cl)C(=O)C(F)(c1ccccc1)C(=O)N2 (stereo not given)	8	?	i	-0.4	-4%	-21%	-4%	-11%	12%
COc1ccc(OC)c(NC(=O)c2ccc(NC3=NC4CS(=O)(=O)CC4S3)cc2)c1 (stereo not given)	-1	11%	-23%	-1.9	-2%	-3%	-7%	7%	-11%
COc1ccc(CCNC(=O)CSc2nnnn2-c2ccccc2OC)cc1OC	3	10%	-6%	-1.4	1%	-10%	8%	-6%	1%
O=C(CSc1nnc(C2CC2)n1C1CC1)Nc1cccc(Br)c1	-6	0%	-7%	1.5	4%	-5%	-2%	3%	-7%
COCCn1c(N)c(C(=S)NC(=O)c2cccs2)c(=O)[nH]c1=O	-82*	36%[activator]	27%	-0.6	1%	24µM*	-1%	14%	-3%
O=C1NC2(CCCCC2)N=C1c1ccc(Br)cc1	0	-10%	i	-2.8	-2%	-10%	9%	7%	-4%
Cc1cccc(C(=O)Nc2cccc(C(=O)N/N=C/c3ccncc3)c2)c1	-5	19%	i	-0.8	-2%	-3%	-1%	-18%	11%
C[C@H](CO)N1C[C@H](C)[C@@H](CN(C)Cc2ccc(C(=O)O)cc2)Oc2ncc(-c3ccc(C(=O)N(C)C)cc3)cc2C1=O	1	4%	-20%	0.3	-12%	0%	0%	16%	-1%
CCOC(=O)/C(C#N)=C/N=c1ccc(C)cn1C	0	-1%	-2%	-2.0	-14%	6%	13%	-12%	-10%
CCOC(=O)c1c(C)n(-c2ccc(C)cc2)c2ccc(OCC(O)CNCCCO)cc12 (stereo not given)	15	?	-26%	-0.9	?	-6%	18%	?	-19%
O=C(c1nn(-c2ccccc2)c(=O)c2ccccc12)N1CCN(c2ccccn2)CC1	nt	0%	i	0.5	-28%	2%	11%	-5%	2%
Cc1nn(-c2ccccc2)c2c1C(O)CC(C)(C)C2 (stereo not given)	8	-18%	4%	-1.6	6%	-3%	-1%	-28%	3%
Cc1ccc(-c2nnn(CC(=O)N(CC(=O)NC3CCCC3)c3ccc(F)c(Cl)c3)n2)o1	10	62%[activator]	-23%[57.5 µM]	0.1	16%	-3%	-9%	1%	-4%
CN(C)Cc1nc2ccccc2c(=O)n1CC#N	-12	6%	-17%	-0.4	6%	-8%	1%	-14%	3%
CCOC(=O)/C(N)=C/c1ncc(C(F)(F)F)cc1Cl	17	10%	i	-0.1	1%	0%	-4%	10%	-3%
COC(=O)c1ccc(NC(=S)NC2CC(C)(C)NC(C)(C)C2)cc1	3	8.9µM*	-18%	-0.5	0%	-8%	-5%	1%	2%
O=C(NCc1ccc(F)c(F)c1)c1cccc2c(-c3cccnc3)coc12	-4	-16%	-47%[inhibitor]	-0.3	-3%	-7%	2%	5%	7%
O=C(COC(=O)c1cccc(F)c1)Nc1cccnc1Cl	-8	23%	i	4.2	0%	-29%	1%	9%	1%
COc1cccc(C(NC(C)=O)c2nc(-c3cccc(C#N)c3)cs2)c1 (stereo not given)	1	24%	?	-0.4	-1%	-7%	?	-26%	-4%
CC1CCCC(O)(C(C(=O)O)c2ccccc2)C1 (stereo not given)	-1	15%	-3%	0.7	-4%	-1%	2%	7%	-5%
CC(=O)Nc1ccc(S(=O)(=O)NCc2cn3c(C)csc3n2)cc1	nt	24%	-17%[57.5 µM]	-1.0	5%	2%	-3%	9%	9%
CCOC(=O)N1CCC(NC(=O)c2cc3c(C)nc4ccccc4c3o2)CC1	1	-27%	-3%	-3.6	-40%	-3%	5%	-7%	-2%
COc1ccc(C(=O)COC(=O)c2cccs2)cc1	-17	2%	-38%	-0.2	1%	-16%	-10%	-14%	0%
CCOc1ccc(N(C(=O)/C=C/C(=O)Nc2cc(C)on2)C(C(=O)NC2CCCC2)c2ccccc2C)cc1 (stereo not given)	0	-10%	i	-1.9	-10%	0%	5%	13%	14%

Three entries from above in another layout.
canonical_smiles | PI5P4K alpha inh | GLP1R inv ag | PTHR1 agonist | IL-2 act | HEK293 tox | PLK1 PBD inh | GLP-1R agonist | EPAC1 antagonist | EPAC1 agonist
CCOC(=O)/C(N)=C/c1ncc(C(F)(F)F)cc1Cl | 17 | 10% | i | -0.1 | 1% | 0% | -4% | 10% | -3%
COC(=O)c1ccc(NC(=S)NC2CC(C)(C)NC(C)(C)C2)cc1 | 3 | 8.9µM* | -18% | -0.5 | 0% | -8% | -5% | 1% | 2%
O=C(NCc1ccc(F)c(F)c1)c1cccc2c(-c3cccnc3)coc12 | -4 | -16% | -47%[inhibitor] | -0.3 | -3% | -7% | 2% | 5% | 7%

Remaining list, next part
SMILES	PI5P4K alpha inh	GLP1R inv ag	PTHR1 agonist	IL-2 act	HEK293 tox	PLK1 PBD inh	GLP-1R agonist	EPAC1 antagonist	EPAC1 agonist
CC(=O)C1=NN(c2ccc(Cl)cc2)C(c2ccc3c(c2)OCO3)N(C(C)=O)N1C (stereo not given)	21	?	-26%	2.5	-15%	-1%	9%	-8%	14%
CCOCCCNS(=O)(=O)c1cc2[nH]c3c(c2cc1C)C(=O)CC(C)(C)C3	-3	-25%	-4%	0.2	6%	-2%	17%	6%	5%
CC1=C(C(=O)OCc2ccccc2)C(c2ccsc2)C(C#N)=C(N)O1 (stereo not given)	-9	-3%	-2%[57.5 µM]	-0.4	-5%	-11%	5%	-5%	-4%
COC(=O)c1cccc(NC(=O)c2ccc3c(c2)C(=O)N(CC2CCCO2)C3=O)c1 (stereo not given)	-3	-12%	i	-1.6	0%	-1%	-1%	5%	-3%
COc1cc(CN2CCCN(C)CC2)cc([N+](=O)[O-])c1O	3	8%	i	0.8	6%	?	-16%	-17%	8%
CCOC(=O)c1[nH]c(Cc2[nH]c(C(=O)OCC)c(C)c2CCC(=O)OC)c(CCC(=O)OC)c1C	nt	0%	i	-0.3	-20%	-6%	11%	-9%	11%
CC(C)(C)c1nn(-c2ccccc2)c2[nH]c(=O)c(C=O)cc12	-6	?	-17%	0.8	-3%	-12%	9%	-7%	-5%
C/C(=N\NC(=O)C1(C)CC1(Br)Br)c1ccc(NC(=O)C2CCC2)cc1 (stereo not given)	4	-3%	-25%	-3.0	10%	-9%	1%	-26%	-4%
